# sPLA2-III inh: human group III sPLA2 inhibitors, primary screen, biochemical, QFRET, BODIPY PC-A2 liposome substrate; Group 3 secretory phospholipase A2 (Homo sapiens), Q9NZ20; QFRET BODIPY PC-A2 liposome hydrolysis, fluorescence; inhibition, % at 12.2 µM; hit rate 0.56% among 370,000; AID 743126, 2013;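 active = inhibition above mean plus 3 SD of compounds lying within the high and low control bounds, cut at about 19% in these data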;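 note: 0% = median of test compound wells and 100% = no enzyme DMSO wells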
# Target sequence (Q9NZ20 whole entry, looked up): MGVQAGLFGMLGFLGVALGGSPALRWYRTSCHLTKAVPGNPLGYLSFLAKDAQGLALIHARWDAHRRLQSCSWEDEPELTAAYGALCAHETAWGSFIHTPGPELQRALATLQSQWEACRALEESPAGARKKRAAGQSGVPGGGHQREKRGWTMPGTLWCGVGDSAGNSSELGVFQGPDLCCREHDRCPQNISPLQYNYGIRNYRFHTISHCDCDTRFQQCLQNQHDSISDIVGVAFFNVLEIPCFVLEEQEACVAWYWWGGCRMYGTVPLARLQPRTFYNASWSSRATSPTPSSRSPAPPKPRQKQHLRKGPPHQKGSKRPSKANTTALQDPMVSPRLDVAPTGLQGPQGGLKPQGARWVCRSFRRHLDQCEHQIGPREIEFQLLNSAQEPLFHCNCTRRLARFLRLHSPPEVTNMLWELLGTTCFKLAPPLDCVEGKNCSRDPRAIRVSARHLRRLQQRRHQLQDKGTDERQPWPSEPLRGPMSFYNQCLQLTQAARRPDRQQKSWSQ
# hgDAF12 agonist: H. glycines DAF-12 receptor agonists, primary screen, cell-based, luminescence, HEK293, GAL4 fusion, UAS-luciferase. Nuclear hormone receptor DAF-12 (Heterodera glycines), GAL4 fusion. HEK293 GAL4-hgDAF12 UAS-luciferase reporter, agonist luminescence; normalized to butyrate control. activation, % at 6.8 µM. hit rate 1.8% among 370,000. AID 687014, 2013;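 active = activation above a cutoff set at the mean of all screened compounds plus 3 SD, cut at about 10% in these data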;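 note: 0% = DMSO wells and 100% = sodium butyrate wells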
# GAA850 FXN act: FXN promoter activators, primary screen, cell-based, luciferase luminescence, HEK293 lucGAA850; HEK293 lucGAA850 FXN promoter luciferase reporter, 24 h; percent of 10 µM SAHA response; activation, % at 6 µM; hit rate 0.56% among 360,000; AID 540364, 2011;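 active = activation above the average of all compounds screened plus 3 SD, cutoff fixed separately per campaign, cut at about 7.5% in these data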;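 note: 0% = DMSO wells and 100% = 10 µM SAHA wells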
# SMARCA2 act: SMARCA2 (BRM) function activators, primary screen, cell-based, luminescence, high throughput; MG213 cells, MMTV-luciferase reporter, dexamethasone, overnight; activation, % at 9.1 µM; hit rate 1% among 370,000; AID 652017, 2013; in the data active = activation above about 7.8%;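 note: 0% = vehicle wells and 100% = reference activator wells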
# GC-A act: GC-A stimulated cGMP production enhancers – HEK293 GC-A cells, cGMP TR-FRET, EC30 ANP, primary screen. Atrial natriuretic peptide receptor 1 (Homo sapiens), P16066. 0% at EC30 ANP, 100% saturating ANP. activation, % at 10 µM. hit rate 0.14% among 370,000; in the data active = activation above about 40%
# proKLK7 act: proKLK7 zymogen activators, primary screen, biochemical, fluorescence intensity; purified proKLK7, EDANS-DABCYL substrate fluorescence; 100% is mature enzyme control, 0% vehicle; activation, % at 7 µM; Kallikrein-7 (Homo sapiens), P49862; hit rate 0.9% among 370,000;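 active = activation above the mean of all tested compounds plus 3 SD, computed per campaign excluding outliers beyond control limits, cut at about 13% in these data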
# Target sequence (P49862 whole entry, looked up): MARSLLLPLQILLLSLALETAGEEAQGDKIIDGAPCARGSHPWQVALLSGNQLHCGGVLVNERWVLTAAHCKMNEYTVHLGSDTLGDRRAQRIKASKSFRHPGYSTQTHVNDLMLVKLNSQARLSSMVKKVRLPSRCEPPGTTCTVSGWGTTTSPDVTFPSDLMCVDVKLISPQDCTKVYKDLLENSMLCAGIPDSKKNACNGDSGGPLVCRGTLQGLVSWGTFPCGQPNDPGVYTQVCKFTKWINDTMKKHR
# DAX1 inh-1: DAX1 (NR0B1) inhibitors, primary screen, cell-based, HEK293, Gal4-DAX1, luciferase luminescence; AID 504766, 2011; hit rate 0.99% among 340,000; HEK293 Gal4-DAX1 luciferase reporter; inhibition, % at 6.75 µM; Nuclear receptor subfamily 0 group B member 1 (Homo sapiens), P51843;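 active = inhibition above the mean over all tested compounds plus 3 SD, cut at about 4.2% in these data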;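 note: 0% = DAX1-transfected cells with DMSO and 100% = empty-vector control cells with DMSO; inhibition shows as a rise in luminescence from relieved DAX1 repression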
# Target sequence (P51843 207-470 limits assumed): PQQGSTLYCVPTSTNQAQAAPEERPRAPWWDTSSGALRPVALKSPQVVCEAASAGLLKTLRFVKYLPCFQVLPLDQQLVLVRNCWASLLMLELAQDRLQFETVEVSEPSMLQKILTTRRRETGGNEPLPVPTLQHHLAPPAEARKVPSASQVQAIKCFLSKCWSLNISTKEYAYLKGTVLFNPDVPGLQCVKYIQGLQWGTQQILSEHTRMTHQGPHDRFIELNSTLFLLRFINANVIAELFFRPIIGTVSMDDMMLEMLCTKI
# ssDAF-12 act: S. stercoralis DAF-12 nuclear receptor activators, primary screen, cell-based, luminescence, HEK293, GRIP1 co-expression, lit1-tk-luc | HEK293 ssDAF-12/GRIP1 lit1-tk-luc reporter; % of 3 µM dafachronic acid response | hit rate 1% among 370,000 | Nuclear hormone receptor DAF-12 (Strongyloides stercoralis) | activation, % at 6.8 µM | AID 652126, 2013;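 active = activation above the mean over all tested compounds plus 3 SD, cut at about 0.9% in these data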;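 note: 0% = DMSO-only wells and 100% = 3 µM delta7-dafachronic acid wells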
# DAX1 inh-2: DAX1 (NR0B1) inhibitors on StAR promoter, primary screen, cell-based, luminescence, SF-1 (NR5A1), full-length DAX-1 | HEK293T StAR-luciferase reporter, SF-1/DAX-1 repression relief | AID 652010, 2013 | inhibition, % at 6.8 µM | hit rate 1.1% among 370,000;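 active = inhibition above the mean over all tested compounds plus 3 SD, cut at about 3.6% in these data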;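 note: 0% = DAX-1 cells with DMSO and 100% = cells lacking DAX-1 with DMSO; higher inhibition means more luminescence from relief of DAX-1 repression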
# hcDAF12 agonist: H. contortus DAF-12 nuclear receptor activators, primary screen, cell-based, luminescence, HEK293, lit1-tk-luc reporter; HEK293 hcDAF-12 lit1-tk-luc reporter; 0% DMSO, 100% Δ7-dafachronic acid; activation, % at 6.8 µM; hit rate 1.4% among 370,000;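 active = activation above the mean of all tested compounds plus 3 SD, cut at about 5.5% in these data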;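 note: 100% = response to 3 µM Δ7-dafachronic acid high control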
# NPR2 activator: human GC-B receptor activators, primary screen, HEK293 GC-B cells, cGMP TR-FRET, EC30 CNP; 0% at EC30 CNP, 100% saturating CNP; activation, % at 10 µM; hit rate 0.11% among 370,000;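 active = activation at 10 µM reaching about 35% in either raw or pattern-adjusted values, limit read from the data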
# * marks the source's active call; other numbers are inactive results; nt = no result given.
SMILES,sPLA2-III inh,hgDAF12 agonist,GAA850 FXN act,SMARCA2 act,GC-A act,proKLK7 act,DAX1 inh-1,ssDAF-12 act,DAX1 inh-2,hcDAF12 agonist,NPR2 activator
CCOC(=O)C1(C)CCCCN1C(=O)c1cccs1 (stereo unspecified),-4,1.9,1.0,5,2,-0.1,nt,-1.2,-1.8,1.4,1
O=S1(=O)NC2c3ccccc3CC2O1 (stereo unspecified),7,1.8,0.1,-1,0,-1.0,-0.3,0.9,0.2,2.7,2
CCOC(=O)CCC(=O)N1CCOCCOCCN(C(=O)CCC(=O)OCC)CCOCC1,5,-0.8,-1.3,-3,-1,0.0,1.0,-0.8,-0.7,-0.5,1
Cc1cccnc1NC(=O)CSc1nnc(CNC(=O)c2cccc([N+](=O)[O-])c2)n1C,7,-2.8,-0.5,0,4,0.3,-0.3,-0.3,-0.9,1.1,-3
CS(=O)(=O)NNC(=O)Cn1nnc(-c2ccc(OCc3ccccc3Cl)cc2)n1,-30,0.7,1.8,0,4,0.2,-0.3,-2.3,-0.1,0.6,-8
O=C(O)[C@@H]1Cc2c([nH]c3ccccc23)C2CCC(=O)N21 (stereo partly specified),-1,-0.3,2.1,-2,1,1.6,-0.7,1.6*,0.0,7.6*,1
Cc1c(Cl)cccc1N1C(=O)CC(Sc2ccccc2N)C1=O (stereo unspecified),-2,2.4,-1.3,6,-2,0.6,-1.1,-1.2,-0.9,1.9,1
CC1C/C(=N\NC(N)=S)c2cc(Cl)ccc2S1 (stereo unspecified),13,3.2,-0.7,-5,23,-0.9,nt,-1.4,-0.8,-2.2,25
CC1(C)CC(=O)C=C(c2ccc(-c3ccc4[nH]ccc4c3)cc2)C1=O,-24,7.5,-2.6,-2,-6,0.4,-0.7,0.2,5.3*,3.7,0
O=C(O)Cn1c(SCCOc2ccccc2)nc2ccccc21,0,-1.5,-0.8,7,1,-0.1,0.1,-0.7,1.1,-0.8,3
S=C(SCc1cc(Cl)cc2c1OCOC2)N1CCSCC1,3,4.3,nt,-1,2,-0.2,nt,0.4,-0.2,3.0,0
CNC(=O)NC1CCCCc2sccc21 (stereo unspecified),0,-0.9,2.5,-1,4,-0.2,0.5,-1.4,-0.4,-0.4,10
Cc1ccc(CNC(=O)[C@H]2C[C@@H]2[C@H](NP(=O)(c2ccccc2)c2ccccc2)c2ccccc2)o1,-5,0.2,-4.2,1,-15,-0.1,-0.4,-1.2,0.1,-1.2,-17
Cc1cccc(-n2ncc3c(=O)[nH]c(SCC(=O)NCCC4=CCCCC4)nc32)c1,3,0.7,-1.7,-3,-3,0.5,-0.4,-1.1,0.4,1.0,7
CCOC(=O)c1nc(NNC(=O)c2ccc([N+](=O)[O-])cc2)sc1C,3,-6.1,-3.9,-2,3,0.3,-1.4,-1.9,-1.9,-3.7,-2
C=CCOC(=O)c1ccc(N2CCN(c3ccccc3)CC2)nc1,11,4.4,7.1,-1,-1,0.0,-0.2,-1.3,-0.1,-0.6,5
c1ccc(NCc2nc3ccccc3n2CCOc2ccccc2)cc1,-3,0.5,5.5,-2,-2,-0.4,0.1,-1.5,0.4,0.2,-3
Cc1ccc(CN2C(=O)CCC2C(=O)NCc2ccc(F)cc2)cc1 (stereo unspecified),8,-1.1,0.9,-2,4,0.3,1.9,-1.4,0.7,-1.2,-1
CCc1cc2c(cc3c(=O)n(CC(=O)NCCCN4CCCCCC4)nc(CC)n32)s1,-4,0.6,0.4,2,3,0.1,1.0,-0.2,-0.8,-0.9,4
Cc1ccc(S(=O)(=O)N(C)CC(=O)OCC(=O)NCCN2C(=O)CSC2=O)cc1,-1,-1.9,0.2,1,2,0.2,0.2,-1.6,-1.6,-0.4,-2

# Structures listed so far shown as hits in DAX1 inh-2:
Molecule | sPLA2-III inh | GAA850 FXN act | SMARCA2 act | GC-A act | proKLK7 act | DAX1 inh-1 | ssDAF-12 act | DAX1 inh-2 | hcDAF12 agonist | NPR2 activator
CC1(C)CC(=O)C=C(c2ccc(-c3ccc4[nH]ccc4c3)cc2)C1=O | -24 | -2.6 | -2 | -6 | 0.4 | -0.7 | 0.2 | 5.3* | 3.7 | 0

# Next section
SMILES,sPLA2-III inh,hgDAF12 agonist,GAA850 FXN act,SMARCA2 act,GC-A act,proKLK7 act,DAX1 inh-1,ssDAF-12 act,DAX1 inh-2,hcDAF12 agonist,NPR2 activator
CCc1nc2ccc(C(=O)Nc3ccc(NC(C)=O)cc3)cn2c1N(C)C(=O)Cc1ccccc1,15,-9.9,-1.4,-6,2,-0.6,nt,-2.1,-2.9,-4.1,-3
O=c1c2cccnc2[nH]c(=S)n1Cc1ccccc1,7,-1.8,0.8,-2,8,-0.9,0.3,-1.0,-0.4,-0.3,-1
COc1ccc(N2CCN(C(=O)CCc3nc(-c4ccc(C)cc4)no3)CC2)cc1,3,-0.1,1.3,-4,1,0.5,-0.2,-1.0,0.2,-2.0,-2
CC/C(=N\NC(=O)c1c(C)nc2ccccn12)c1ccccc1,16,1.4,0.4,-3,1,0.2,4.2,-0.1,-0.2,-1.0,1
COC(=O)c1cc(NC(=O)c2cc(-c3ccc(C(F)(F)F)cc3)oc2C(F)(F)F)ccc1N1CCOCC1,-1,2.3,-0.4,-2,1,0.5,0.5,-1.3,0.6,0.6,5
CCOC(=O)c1ccc(-c2ccc(/C=C(\C#N)C(=O)NCC3CCCO3)o2)cc1 (stereo unspecified),-7,3.9,-2.2,1,6,-0.1,2.7,-0.3,0.8,3.5,-7
COCCN(C(=O)COC(=O)c1ccc(Cl)nc1)c1c(N)n(Cc2ccccc2)c(=O)[nH]c1=O,4,-0.5,0.7,-1,2,0.3,1.1,-0.7,1.1,-2.0,-2
O=C1Nc2ccccc2C12NCCc1c2[nH]c2ccccc12 (stereo unspecified),-7,-0.5,1.2,0,-1,-0.1,1.7,-0.5,-0.7,1.5,0
CSc1nc2nc(-c3ccc(F)cc3)c(CCN3CCN(C)CC3)cn2n1,4,-1.0,0.4,6,-2,0.8,1.6,-1.1,-0.6,0.4,-3
O=C(O)Cc1ccc(OCc2ccc(Cl)nc2)cc1,3,-3.0,0.9,-5,-4,0.6,0.1,-1.8,0.1,-1.1,-1
COc1cccc(N(C(=O)CNC(=O)c2ccco2)C(C(=O)NC2CCCC2)c2ccco2)c1 (stereo unspecified),8,-1.0,1.2,-2,-3,-0.7,-0.2,-1.1,1.1,-3.2,8
COc1ccc(CCN2CCCC(CN(C)C(=O)c3ccoc3)C2)cc1 (stereo unspecified),-13,13*,7.3,3,-5,0.5,0.4,-0.5,10*,7.2*,4
CCSc1nc2ccccc2n1S(=O)(=O)c1ccccc1,0,-2.1,2.2,0,0,0.0,0.5,-1.0,0.5,-0.3,2
COc1ccc(OCCN(C)C(=O)c2cccc(S(=O)(=O)N(C)c3ccccc3)c2)cc1,-9,0.7,-1.6,-3,-1,0.5,-1.2,-1.8,-0.5,-3.5,0
Cc1ccc(S(=O)(=O)N(CCc2ccccc2)CC(=O)N2CCOCC2)cc1,-4,-1.1,nt,0,0,-0.8,nt,-1.1,-1.1,-1.8,2
COC(=O)c1scc(C)c1S(=O)(=O)Nc1ccc(C)cc1,1,-1.2,2.4,0,-8,-0.1,1.0,-1.3,-0.6,-1.7,-2
C=CCn1c(SCC(N)=O)nnc1-c1ccccc1OC,7,-1.8,nt,-6,2,-0.3,nt,-0.8,-0.1,-0.4,1
C/C(=N/NC(=O)c1cccc(C)c1)c1c(O)cc(C)oc1=O,1,4.3,2.5,6,0,-0.1,0.4,-0.7,0.9,1.2,2
CCNC(=S)NNC(=O)c1cnccn1,0,4.4,nt,-4,0,0.1,nt,-1.0,-1.4,-3.3,12
Cc1nn(C)cc1CNC(=O)c1ccc(Br)o1,4,2.1,-2.1,4,0,0.3,1.4,-2.0,-0.5,-1.0,-2
CC1(C(=O)NS(=O)(=O)c2ccccc2)CCN1C(=O)C1(c2ccc(Cl)cc2)CCC1 (stereo unspecified),-1,-0.3,1.6,-4,4,0.1,nt,0.2,0.1,0.5,-2
CCCN(C(=O)C1CC(=O)N(c2ccccc2C(C)CC)C1)C1CCS(=O)(=O)C1 (stereo unspecified),6,2.1,-0.7,0,4,0.7,0.2,-1.1,2.3,-1.2,-1

# Compounds listed so far containing a nitro group on carbon:
SMILES,sPLA2-III inh,hgDAF12 agonist,GAA850 FXN act,SMARCA2 act,GC-A act,proKLK7 act,DAX1 inh-1,ssDAF-12 act,DAX1 inh-2,hcDAF12 agonist,NPR2 activator
Cc1cccnc1NC(=O)CSc1nnc(CNC(=O)c2cccc([N+](=O)[O-])c2)n1C,7,-2.8,-0.5,0,4,0.3,-0.3,-0.3,-0.9,1.1,-3
CCOC(=O)c1nc(NNC(=O)c2ccc([N+](=O)[O-])cc2)sc1C,3,-6.1,-3.9,-2,3,0.3,-1.4,-1.9,-1.9,-3.7,-2

# Entries of single compounds, quoted from the list.
# Shown for COc1ccc(N2CCN(C(=O)CCc3nc(-c4ccc(C)cc4)no3)CC2)cc1 : sPLA2-III inh = 3; hgDAF12 agonist = -0.1; GAA850 FXN act = 1.3; SMARCA2 act = -4; GC-A act = 1; proKLK7 act = 0.5; DAX1 inh-1 = -0.2; ssDAF-12 act = -1.0; DAX1 inh-2 = 0.2; hcDAF12 agonist = -2.0; NPR2 activator = -2
# Shown for C=CCn1c(SCC(N)=O)nnc1-c1ccccc1OC : sPLA2-III inh = 7; hgDAF12 agonist = -1.8; GAA850 FXN act = nt; SMARCA2 act = -6; GC-A act = 2; proKLK7 act = -0.3; DAX1 inh-1 = nt; ssDAF-12 act = -0.8; DAX1 inh-2 = -0.1; hcDAF12 agonist = -0.4; NPR2 activator = 1

# Bioassay records: PubChem BioAssay, several laboratories
